Source: PubChem
PTAP TSG101 blk: blocks PTAP/TSG101 interaction to inhibit HIV-1 budding; Fluorescence polarization, FITC-PTAP peptide / Tsg101 binding; Q99816; AID 493005; 340,000 tested, under 10 active; Potency, µM (series often up to 115 µM), for inactives: top-dose activity change, negative = inhibition, usual class: inhibitors; active means well fitted inhibition curve with a large enough effect in the main read-out, with a control signal flat, not every such curve was filed as active; inconclusive means small, poorly fitted or top-dose-only effect, or effect the other way, or a change in a side signal; inactive means no such curve, though single readings can be large or run the other way; further: potency means the concentration at half of the fitted maximal effect; % of control where 0% means no effect
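Compounds were pin-transferred onto Tsg101 binding domain (10 uM final) in HEPES pH 7.5 buffer, then FITC-PTAP peptide was added at 50 nM final. After 20 min at RT, polarization reported peptide displacement across a qHTS concentration series.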
uPA generation: inhibitors of cell surface uPA generation; cell surface uPA generation assay, qHTS; actives 0.31% (n = 330,000); AID 540303; Potency, µM (doses to about 38.3 µM), for inactives: at the top dose activity change, negative = inhibition, actives largely listed as inhibitors; active means well fitted inhibition curve with a large enough effect; inconclusive means small, poorly fitted or top-dose-only effect; inactive means no such curve, though single readings can be large or run the other way; tested in mouse RAW 264.7 cells; further: potency means the concentration at half of the fitted maximal effect; on the % scale 0 is the no-effect control and ±100 the full control effect; nearly all actives have a fitted effect of over 55% in size
S-ASM inh: inhibitors of human secretory acid sphingomyelinase; AID 504937; placental ASM, HMU-PC fluorogenic substrate, 60 min; actives 0.006% (n = 340,000); Potency, µM (series often up to 57.5 µM), inactives show at the top dose activity change, negative = inhibition, most hits filed as inhibitors; further: potency means the concentration at half of the fitted maximal effect
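Fluorescence read-out (Ex 386 nm, Em 447 nm) after stopping the reaction at pH 10. Enzyme: ASM from human placenta; substrate HMU-PC0, 9 uM final; 60 min, 37 °C. Compound preincubation 10 min, ambient temperature.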
USP2a block: inhibitors of human ubiquitin-specific protease USP2a; actives 0.01% (n = 330,000); USP2 core, Ub-CHOP2 coupled fluorogenic reporter, 485/531; Potency, µM (series often up to 38.3 µM), inactives show at the top dose activity change, negative = inhibition, hits mostly inhibitors;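 further: potency means the concentration at half of the fitted maximal effect; plate controls were DMSO wells for no effect and full inhibition by NEM control for full effect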
Target sequence (O75604 whole entry, looked up): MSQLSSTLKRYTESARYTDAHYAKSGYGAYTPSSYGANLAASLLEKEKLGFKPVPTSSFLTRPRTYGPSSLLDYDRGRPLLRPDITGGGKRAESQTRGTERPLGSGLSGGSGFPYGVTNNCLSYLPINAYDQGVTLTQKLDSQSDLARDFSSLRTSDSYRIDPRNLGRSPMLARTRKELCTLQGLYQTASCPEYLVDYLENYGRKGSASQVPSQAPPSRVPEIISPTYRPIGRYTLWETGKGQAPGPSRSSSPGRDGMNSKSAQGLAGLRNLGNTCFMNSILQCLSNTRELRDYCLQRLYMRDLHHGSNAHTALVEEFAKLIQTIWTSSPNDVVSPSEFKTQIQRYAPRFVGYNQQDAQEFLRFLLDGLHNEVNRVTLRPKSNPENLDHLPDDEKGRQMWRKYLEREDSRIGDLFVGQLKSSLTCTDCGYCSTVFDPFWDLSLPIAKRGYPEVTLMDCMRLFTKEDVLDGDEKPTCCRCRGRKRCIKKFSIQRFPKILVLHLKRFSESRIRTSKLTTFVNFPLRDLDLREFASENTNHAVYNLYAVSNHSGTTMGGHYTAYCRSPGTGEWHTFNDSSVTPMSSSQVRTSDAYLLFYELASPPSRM
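USP2 core (10nM final) preincubated 30min RT with compound in 20mM Tris-HCl pH 8.0, 2mM CaCl2, 2mM beta-mercaptoethanol, 0.05% CHAPS; 25nM Ub-CHOP2 plus 25nM reporter substrate added, fluorescence (Ex485/Em531) read after 60min.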
ELG1 genotox: inducers of genotoxicity in HEK293T ELG1-luciferase cells | HEK293T ELG1-luciferase reporter, luminescence, 16 h | Potency, µM (doses to about 46 µM), for the others: at the highest dose activity change, positive = activation, hits mostly activators | actives 1.3% (n = 330,000) | AID 504466; further: potency means the concentration at half of the fitted maximal effect; % of control where 0% means no effect; nearly all actives have a fitted effect of over 60% in size
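Genotoxic stress is detected as increased luminescence from luciferase-tagged ELG1 in HEK293T cells, measured with ONE-Glo after a 16 hr treatment at 37 °C.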
a7 integrin act: activators of alpha7 integrin expression for muscular dystrophy. alpha7betagal myoblasts, beta-gal FDG fluorescence, 48 h. Potency, µM (series often up to 38.3 µM), for the others: top-dose activation, actives largely listed as activators. actives 0.064% (n = 350,000);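 further: potency means the concentration at half of the fitted maximal effect; 100% = response of the positive control SU9516; nearly all actives have a fitted effect of over 60% in size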
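Alpha7betagal+/- myoblasts (passage 13) were plated 16-24 hr, then exposed to compounds (1:260 dilution of DMSO stock) for 48 hours at 37C. After MPER lysis, β-galactosidase reporter activity was read as FDG fluorescence (ex 480/em 540) after 30 minutes.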
TRPV1 ag: human TRPV1 agonism; AID 540275; Q8NER1; activation, % at 8.33 µM; TRPV1-expressing cells, Fluo-8 calcium influx, agonist mode; actives 0.19% (n = 320,000); in the data active means activation above about 80%; inconclusive means between about 30% and that limit; further: 0% is about no effect
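Fluo-8 calcium influx in TRPV1-expressing cells, kinetic read (ex 480/em 520 nm). Compound added and read 3 min for agonist activity, followed by capsaicin at EC20 final and 2 min further read for enhancement.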
p53 reactivator: restores transcriptional activity of mutant p53; H1299 p53-A138V BP100-luciferase reporter, luminescence, 24 h; Potency, µM (series often up to 92.2 µM), inactives show at the highest dose activity change, positive = activation, actives largely listed as activators; actives 0.063% (n = 320,000); AID 504706; further: potency means the concentration at half of the fitted maximal effect; % of control where 0% means no effect; nearly all actives have a fitted effect of over 45% in size
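H1299 (p53-null), stable ts p53-A138V + BP100-Luc; 1000 cells/well, Opti-MEM/10% FBS; cpd 4 pt, 1:5; 24 h, 37 deg C, 5% CO2; detection reagent 10 min RT; luminescence.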
B2AR arrestin: agonists driving beta-arrestin recruitment to human beta2-adrenergic receptor. AID 492947. Potency, µM (top dose mostly 46.1 µM), inactives show at the top dose activation, most hits filed as activators. P07550. actives 0.02% (n = 330,000). beta-arrestin recruitment to beta2AR, cell-based reporter;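 further: potency means the concentration at half of the fitted maximal effect; 0% = DMSO controls and full agonism = EC100 isoproterenol or metaproterenol; nearly all actives have a fitted effect of over 65% in size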
Target sequence (P07550 whole entry, looked up): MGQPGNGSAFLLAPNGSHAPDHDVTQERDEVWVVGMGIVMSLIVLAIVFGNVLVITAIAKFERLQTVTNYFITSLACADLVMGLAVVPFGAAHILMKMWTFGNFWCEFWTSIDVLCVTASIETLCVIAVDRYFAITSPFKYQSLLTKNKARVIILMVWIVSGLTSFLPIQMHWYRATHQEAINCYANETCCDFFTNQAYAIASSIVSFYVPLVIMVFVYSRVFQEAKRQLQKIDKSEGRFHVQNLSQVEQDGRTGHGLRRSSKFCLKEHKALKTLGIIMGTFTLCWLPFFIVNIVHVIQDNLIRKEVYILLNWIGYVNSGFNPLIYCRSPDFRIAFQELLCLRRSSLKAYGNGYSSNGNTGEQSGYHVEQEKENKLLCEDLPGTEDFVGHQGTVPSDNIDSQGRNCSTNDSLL
BRCA1 expr act: increases BRCA1 expression; MCF7-BRCA1-FFLuc reporter, luminescence, 48 h; response scale: scaled: vehicle 0%, 10 µM genistein 100%; Potency, µM (highest dose often 46.1 µM), for the others: at the highest dose activation, actives largely listed as activators; actives 1.1% (n = 380,000); AID 624202; further: potency means the concentration at half of the fitted maximal effect; nearly all actives have a fitted effect of over 80% in size; some results filed as inactive show a strong effect at the top dose
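Reporter cells (MCF7, BRCA1 promoter-firefly luciferase) received library compounds across a concentration series for 48 h. End-point luminescence was measured and concentration-effect curves derived after normalization.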
Eya2 inh: Eya2 (human) phosphatase inhibition; O00167; recombinant Eya2, OMFP fluorescence dephosphorylation (OMFP is methylfluorescein phosphate); Potency, µM (titrated, usually from 76.9 µM), for inactives: at the top dose activity, negative = inhibition, hits mostly inhibitors; actives 0.006% (n = 330,000); AID 488837; further: potency means the concentration at half of the fitted maximal effect; on the % scale 0 is the no-effect control and ±100 the full control effect
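Eya2 protein (added as 0.2 uM solution) was preincubated with compound for 10 min at ambient temperature in 50 mM HEPES pH 7.5, 50 mM NaCl, 5 uM MgCl2, 0.05% BSA, 1 mM DTT. OMFP (added at 50 uM) then reacted 10 min; fluorescence read at 485/525 nm.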
An asterisk follows results filed as active; ? = inconclusive; / = not tested or not shown; [ ] = another dose, or the depositor's remark. Unless noted, the call rests on the fitted dose curve; in most records, active means well fitted curve in the direction sought with a large enough effect; inconclusive means small, poorly fitted or top-dose-only effect, or another doubt; inactive means no such curve, though single readings can be large; an effect the other way counts as inactive or inconclusive. This is a random part of the collection. About 2.6% of those tested had a hit in this group.

item | SMILES | PTAP TSG101 blk | uPA generation | S-ASM inh | USP2a block | ELG1 genotox | a7 integrin act
1 | CCCC1(c2ccccc2)NC(=O)N(CC(=O)Nc2cc(C)on2)C1=O (configuration not stated) | -7% | 16% | 5% | 4% | -1% | -6%
2 | COC(=O)c1cn(CC(=O)Nc2ccc(F)cc2)c2ccccc12 | -3% | 2% | 1% | 4% | 6% | 30%
3 | CCC(C(=O)N1CCN(C(=O)c2ccco2)CC1)n1sc2ccccc2c1=O (configuration not stated) | 0% | 6% | 2% | -4% | -2% | -20%
4 | COc1cc2[nH]c(=S)nc(NC3CCCC3)c2cc1OC | / | / | / | 13% | -11% | /
5 | CNc1cc(C)nc(N2CCOCC2)n1 | -4% | -4% | 6% | 6% | 0% | ?
6 | COc1cc(Cl)ccc1OCc1cc(C(=O)N2CC[C@@H]3CCCC[C@H]3C2)no1 | -1% | -7% | -3% | 1% | ? | -41%[inhibitor]
7 | Cn1cccc1CC(=O)NNC(=S)Nc1ccc(Cl)cc1Cl | -1% | 11% | 6% | 2% | -2% | ?
8 | C=CC(=O)N1c2ccccc2Sc2ccc(NC(=O)OCC)cc21 | -3% | -11% | -4% | / | / | -8%
9 | CCOC(=O)N1CCC(NC(=O)C2CCN(C(=O)N3CCOc4ccccc43)CC2)CC1 | -5% | -1% | 2% | 1% | -9% | -3%
10 | CCOc1ccc(NC(=O)CSc2nc3cccnc3n2CCOC)cc1 | -6% | 5% | 1% | 1% | -2% | -40%

item | TRPV1 ag | p53 reactivator | B2AR arrestin | BRCA1 expr act | Eya2 inh
1 | 1 | 0% | 0.2% | -4% | 9%
2 | 3 | 2% | -0.5% | 11% | -1%
3 | 3 | -1% | -0.6% | 0% | 2%
4 | -2 | 7% | -1.1% | / | -12%
5 | 4 | 2% | -1.4% | 0% | -13%
6 | 20 | ? | 0.6% | ? | 3%
7 | 3 | -1% | -0.7% | 6% | -5%
8 | / | / | / | -56% | /
9 | 1 | 3% | 0.0% | -8% | -10%
10 | 5 | -7% | -0.5% | -4% | -5%

Remaining list, next part.
item | SMILES | PTAP TSG101 blk | uPA generation | S-ASM inh | USP2a block | ELG1 genotox | a7 integrin act
11 | Cc1ccc(NC2=NCCCCC2)cc1C | 0% | -2% | 2% | 1% | 1% | 0%
12 | N#Cc1ccc(CN2C=NS(=O)(=O)c3ccccc32)cc1 | -1% | 5% | -1% | -1% | -4% | ?
13 | O=C(c1cc2ccccc2o1)N1CCN(C/C=C/c2ccccc2)CC1 | -1% | 0% | -1% | -4% | -7% | -30%
14 | NC(=S)N/N=C/c1ccccc1 | 0% | -4% | 5% | 5% | 1% | -25%
15 | CCOC(=O)C1(CCOC)CCN(Cc2nc(C(C)C)cs2)CC1 | 1% | 1% | -1% | 2% | 5% | -12%
16 | Cc1ccc(C2=NOC(C)(c3nnc(Cc4ccccc4)o3)C2)cc1 (configuration not stated) | -8% | 4% | 8% | / | / | 8%
17 | O=C(Cc1ccsc1)NCc1ccccc1F | -1% | -5% | 7% | -1% | -4% | 11%
18 | CCOc1ccc(N(C(=O)/C=C/C(=O)Nc2cc(C)on2)C(C(=O)NC2CCCC2)c2ccccc2C)cc1 (configuration not stated) | 0% | 6% | -11% | 3% | -4% | -27%
19 | COCCn1c(=O)c2c(nc3n2CC(C)CN3Cc2ccccc2)n(C)c1=O (configuration not stated) | -2% | 3% | 1% | 2% | 0% | 2%
20 | Cc1ccc(C)c(NC(=O)CN(C)C(=O)c2cc3ccccc3oc2=O)c1 | 0% | -19% | 2% | 3% | 11% | -7%

item | TRPV1 ag | p53 reactivator | B2AR arrestin | BRCA1 expr act | Eya2 inh
11 | 2 | -20% | -0.7% | 21% | -8%
12 | 3 | -2% | -0.5% | 3% | -1%
13 | 30 | -14% | 0.2% | 2% | -9%
14 | 0 | -5% | -0.5% | 18% | 4%
15 | -1 | 8% | 0.5% | 0% | -6%
16 | / | / | / | 0% | /
17 | 3 | -6% | -0.1% | 70% | 4%
18 | 26 | -5% | -0.2% | -16% | -7%
19 | 19 | -1% | 0.4% | 5% | -3%
20 | / | 25% | -0.9% | 7% | -8%

Next records:
item | SMILES | PTAP TSG101 blk | uPA generation | S-ASM inh | USP2a block | ELG1 genotox | a7 integrin act
21 | Cc1ccc(N2CCN(S(=O)(=O)N3CCCCC3)CC2)cc1C | 2% | -1% | 3% | 3% | -8% | 13%
22 | COc1cccc(-c2csc(N3CCN(C(=O)Nc4ccc(F)cc4)CC3)n2)c1 | 2% | 9% | -4% | -4% | -9% | -1%
23 | O=C(CCc1nc(-c2ccccc2Cl)no1)Nc1cccnc1 | -2% | 4% | -1% | 3% | -4% | 4%
24 | CCOc1ccc(CC2c3cc(OCC)c(OCC)cc3CCN2C(=O)c2cc(OC)c(OC)c(OC)c2)cc1OCC (configuration not stated) | -5% | -2% | -9% | 0% | 3% | -34%
25 | COCCN1C(=O)N[C@@H](c2cccc(C(F)(F)F)c2)[C@H](C(C)=O)[C@H]1C | -6% | -1% | 3% | / | / | -10%
26 | Cc1ccc2nc(-c3cccc(N)c3)oc2c1 | -5% | ? | 40%[activator] | 0% | 1.6µM* | 14%
27 | COc1ccc(NC(=O)CSc2nc3ccccc3nc2N2CCOCC2)c(OC)c1 | -19% | 9% | -2% | 1% | 3% | -17%
28 | COc1ccc(NC(=O)COC(=O)c2ccc3c(c2)OCO3)c(OC)c1 | -13% | -6% | 1% | 2% | 25% | 8%
29 | CC(=O)Nc1ccc(C(=O)COC(=O)Cc2ccsc2)c(F)c1 | -2% | -6% | 0% | 2% | 1% | -16%
30 | O=c1c2ccccc2c(/C=N/NS(=O)(=O)c2ccccc2)c(O)n1-c1ccccn1 | 17% | 2% | 92%[activator] | 4% | 3% | 3%

item | TRPV1 ag | p53 reactivator | B2AR arrestin | BRCA1 expr act | Eya2 inh
21 | 17 | -1% | 0.2% | 8% | -11%
22 | ? | 11% | -0.3% | -55% | -17%
23 | ? | 2% | -0.2% | -2% | 0%
24 | 0 | -15% | -0.5% | -44% | -2%
25 | / | / | / | -8% | /
26 | 3 | ? | -0.2% | ? | -15%
27 | 10 | / | -0.7% | -12% | ?
28 | / | -5% | 0.1% | 2% | -21%
29 | / | 14% | -0.6% | -32% | -3%
30 | 5 | 2% | 0.0% | -13% | 12%

Next part:
item | SMILES | PTAP TSG101 blk | uPA generation | S-ASM inh | USP2a block | ELG1 genotox | a7 integrin act
31 | COc1cccc(C(=O)Nc2ccc(C(=O)NCC3CCCO3)cc2)c1 (configuration not stated) | -2% | -1% | 0% | / | / | 4%
32 | CCOC(=O)C1CCN(C(=O)c2cc(-c3ccncc3)nc3ccccc23)CC1 | -2% | -12% | -5% | 0% | -4% | 21%
33 | Cc1ccc([N+](=O)[O-])cc1S(=O)(=O)NCCc1c(C)[nH]c2ccccc12 | 1% | -3% | -10% | -2% | -1% | 7%
34 | Cc1ccc(S(=O)(=O)N(C)C)cc1NC(=O)COC(=O)c1ccc2c(c1)NC(=O)CS2 | 2% | -1% | -3% | -1% | -8% | 10%
35 | O=C(O)c1cccc2sc3cc(Cl)ccc3c(=O)c12 | -7% | -12% | / | 1% | 3% | 39%

item | TRPV1 ag | p53 reactivator | B2AR arrestin | BRCA1 expr act | Eya2 inh
31 | / | / | / | -6% | /
32 | 4 | -7% | -0.3% | 0% | -6%
33 | -4 | -12% | -0.7% | 12% | -7%
34 | -1 | 1% | -0.7% | 0% | -6%
35 | 2 | -4% | -0.6% | 5% | 0%

Some of the entries above, reformatted:
32: CCOC(=O)C1CCN(C(=O)c2cc(-c3ccncc3)nc3ccccc23)CC1
- PTAP TSG101 blk: -2%
- uPA generation: -12%
- S-ASM inh: -5%
- USP2a block: 0%
- ELG1 genotox: -4%
- a7 integrin act: 21%
- TRPV1 ag: 4
- p53 reactivator: -7%
- B2AR arrestin: -0.3%
- BRCA1 expr act: 0%
- Eya2 inh: -6%
31: COc1cccc(C(=O)Nc2ccc(C(=O)NCC3CCCO3)cc2)c1 (configuration not stated)
- PTAP TSG101 blk: -2%
- uPA generation: -1%
- S-ASM inh: 0%
- USP2a block: /
- ELG1 genotox: /
- a7 integrin act: 4%
- TRPV1 ag: /
- p53 reactivator: /
- B2AR arrestin: /
- BRCA1 expr act: -6%
- Eya2 inh: /
33: Cc1ccc([N+](=O)[O-])cc1S(=O)(=O)NCCc1c(C)[nH]c2ccccc12
- PTAP TSG101 blk: 1%
- uPA generation: -3%
- S-ASM inh: -10%
- USP2a block: -2%
- ELG1 genotox: -1%
- a7 integrin act: 7%
- TRPV1 ag: -4
- p53 reactivator: -12%
- B2AR arrestin: -0.7%
- BRCA1 expr act: 12%
- Eya2 inh: -7%
